Assay outcomes deposited in PubChem BioAssay by Sanford-Burnham Center for Chemical Genomics.
NLRP3 yeast inh – NALP3 inflammasome inhibitors in reconstituted yeast, primary screen, luminescence, uHTS | inhibition, % at 10 µM | AID 2825, 2010 | Yeast reconstituted NLRP3/ASC/caspase-1, beta-gal luminescence, 24 h | 330,000 compounds, 0.39% hits;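 active means inhibition of 50% or more; inactive means inhibition below 50%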;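 further: plate controls were induced DMSO wells for no effect and uninduced yeast grown without galactose for full effect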
Apaf-1 inh – inhibitors of human Apaf-1 apoptosome, primary screen, biochemical, DEVD-Rh110 fluorescence, uHTS. reconstituted apoptosome caspase-3 activity. Apoptotic protease-activating factor 1 (Homo sapiens), O14727. inhibition, % at 20 µM. AID 489030, 2010. 330,000 compounds, 0.71% hits; active means inhibition of at least 40% at 20 µM;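 further: plate controls were DMSO wells for no effect and DEVD-CHO caspase inhibitor wells for full effect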
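System – cell-free apoptosome with Apaf-1, procaspase-3 and caspase-9 · Buffer or medium – pH 7.5 Hepes buffer with CHAPS, BSA, DTT · Also added – cytochrome c with DEVD-Rh110 · Times – 30 min compound preincubation, 50 min activation, room temperature · Technique – Rh110 fluorescence intensity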
mIAP inh – inhibitors of mouse IAP, primary screen, biochemical, luminescence, uHTS | purified mouse IAP, CDP-Star luminescence, 30 min | intestinal alkaline phosphatase [Mus musculus] | 330,000 compounds, 0.2% hits | inhibition, % at 10 µM;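 active means inhibition of at least 40% at 10 µM in the primary screen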;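 further: plate controls were DMSO with enzyme for no effect and no enzyme wells for full effect; values of inactives mirror those of a sister screen read the other way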
hIAP inh – human IAP inhibitors, primary screen, biochemical, luminescence, uHTS; purified IAP, CDP-Star luminescence, 30 min; Intestinal-type alkaline phosphatase (Homo sapiens), P09923; inhibition, % at 10 µM; 330,000 compounds, 0.12% hits;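 active means inhibition reaching a set limit with compound at 10 µM in the primary screen, cut at about 35% in these data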;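 further: plate controls were DMSO wells with enzyme for no effect and no-enzyme buffer wells for full effect; values of inactives mirror those of a sister screen read the other way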
Target sequence (P09923 whole entry, looked up): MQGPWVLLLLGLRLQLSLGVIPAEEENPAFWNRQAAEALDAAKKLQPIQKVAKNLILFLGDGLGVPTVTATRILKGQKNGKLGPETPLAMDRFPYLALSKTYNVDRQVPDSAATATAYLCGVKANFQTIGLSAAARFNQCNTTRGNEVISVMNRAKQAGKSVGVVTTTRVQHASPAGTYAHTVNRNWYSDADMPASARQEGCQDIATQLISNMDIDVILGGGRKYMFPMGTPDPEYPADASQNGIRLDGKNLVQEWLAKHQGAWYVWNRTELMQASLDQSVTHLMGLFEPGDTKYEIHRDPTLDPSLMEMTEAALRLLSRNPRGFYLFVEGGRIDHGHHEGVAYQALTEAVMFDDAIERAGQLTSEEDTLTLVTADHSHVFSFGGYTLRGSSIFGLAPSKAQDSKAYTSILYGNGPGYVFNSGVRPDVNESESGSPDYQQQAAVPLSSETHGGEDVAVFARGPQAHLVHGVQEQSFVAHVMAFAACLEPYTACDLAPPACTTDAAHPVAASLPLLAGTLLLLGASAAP
mIAP act – activators of mouse IAP, primary screen, biochemical, luminescence, uHTS; intestinal alkaline phosphatase [Mus musculus]; muIAP, CDP-Star luminescence, 30 min; hits give high values; 1 = vehicle-only enzyme signal, 0 = enzyme-free wells; activation factor at 10 µM; 330,000 compounds, 0.24% hits; AID 2805, 2010;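 active means activation factor of at least 2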; further: the source names both 10 and 20 µM as test concentration; values of inactives mirror those of a sister screen read the other way
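also added = chemiluminescent substrate CDP-Star | test system = mouse IAP enzyme | signal = chemiluminescence readout | compound = DMSO-dissolved test compounds | incubation = 30 min at room temperature | benchmarks = DMSO wells, no-enzyme wells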
ATG4B inh – ATG4B protease inhibitors, primary screen, biochemical, fluorescence, uHTS; Cysteine protease ATG4B (Homo sapiens), Q9Y4P1; ATG4B cleavage of LC3-PLA2, NBD-HPC fluorescence, 1 h; inhibition, % at 8.33 µM; 340,000 compounds, 0.51% hits; AID 504462, 2011; in the data active means inhibition above about 40%
Target sequence (Q9Y4P1 whole entry, looked up): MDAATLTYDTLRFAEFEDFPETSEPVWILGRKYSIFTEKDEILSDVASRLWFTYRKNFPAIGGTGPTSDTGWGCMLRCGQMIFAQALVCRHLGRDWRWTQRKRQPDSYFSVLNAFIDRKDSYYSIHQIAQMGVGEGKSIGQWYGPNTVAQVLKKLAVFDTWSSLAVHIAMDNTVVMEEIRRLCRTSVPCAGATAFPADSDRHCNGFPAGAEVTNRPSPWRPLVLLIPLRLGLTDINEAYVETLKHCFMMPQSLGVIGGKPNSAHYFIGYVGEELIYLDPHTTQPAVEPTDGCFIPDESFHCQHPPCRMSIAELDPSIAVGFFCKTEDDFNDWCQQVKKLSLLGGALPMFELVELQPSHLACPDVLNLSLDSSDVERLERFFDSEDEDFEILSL
hIAP act – human IAP activators, primary screen, biochemical, luminescence, uHTS. 330,000 compounds, 0.16% hits. Intestinal-type alkaline phosphatase (Homo sapiens), P09923. purified human IAP, CDP-Star luminescence, 30 min; hits give high values; 1 = vehicle-only enzyme, 0 = enzyme-free background. activation factor at 10 µM;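 active means activation factor of the enzyme at least 2-fold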; further: the source names both 10 and 20 µM as test concentration; values of inactives mirror those of a sister screen read the other way
TIM10 inh – growth inhibitors of isogenic TIM10 control yeast, primary screen, counter-screen for tim10-1 yeast inhibitor project, luminescence, uHTS; inhibition, % at 10 µM; S. cerevisiae TIM10 strain growth, BacTiter-Glo luminescence, 24 h; 330,000 compounds, 1.4% hits;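 active means inhibition of 40% or more at the single tested concentration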;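 further: wild-type TIM10 isogenic control strain grown at permissive 25 °C; 0% = DMSO yeast wells and 100% = minimal medium wells without yeast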
tim10-1 inh – growth inhibitors of tim10-1 mutant yeast, primary screen, luminescence, uHTS; 330,000 compounds, 2.2% hits; inhibition, % at 20 µM; S. cerevisiae tim10-1 ts strain growth, BacTiter-Glo, 24 h;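 active means inhibition of at least 40%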;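 further: mutant grown at 25 °C; 0% = DMSO wells with yeast and 100% = wells holding no yeast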
* = called active by the depositor; nt = no result given; & = joins results of further samples.

Preview (three entries):
SMILES,NLRP3 yeast inh,Apaf-1 inh,mIAP inh,hIAP inh,mIAP act,ATG4B inh,hIAP act,TIM10 inh,tim10-1 inh
Cc1cc(=O)oc2cc(O)ccc12,5.6,-9.3,-3.9,8.6,1.04,1.1,0.914,0.1,-3.0
Cc1c(C)n(Cc2ccccc2)c2ccc(C(=O)OCCN(C)C)cc12,30.5,14.7,4.4,-5.7,0.956,5.8,1.06,36.3,41.4*
O=C(O)Cc1cn(-c2ccccc2)nc1-c1ccc(Cl)cc1,17.8,13.0,1.4,-7.0,0.986,-5.2,1.07,0.2,10.2

Results (from the top)
SMILES,NLRP3 yeast inh,Apaf-1 inh,mIAP inh,hIAP inh,mIAP act,ATG4B inh,hIAP act,TIM10 inh,tim10-1 inh
Cc1cc(=O)oc2cc(O)ccc12,5.6,-9.3,-3.9,8.6,1.04,1.1,0.914,0.1,-3.0
Cc1c(C)n(Cc2ccccc2)c2ccc(C(=O)OCCN(C)C)cc12,30.5,14.7,4.4,-5.7,0.956,5.8,1.06,36.3,41.4*
O=C(O)Cc1cn(-c2ccccc2)nc1-c1ccc(Cl)cc1,17.8,13.0,1.4,-7.0,0.986,-5.2,1.07,0.2,10.2
CCc1cccc(CC)c1NC(=O)CN(CC(=O)O)CC(=O)O,-6.4,-15.3,-5.2,-109.7,1.05,2.2,2.1*,-3.8,-0.8
CN(C)CCCSc1ccccc1NC(=O)/C=C/c1ccccc1,3.4,-2.7,-3.7,11.7,1.04,nt,0.883,2.3,1.1
CCN(CC)CC1CCCCN1CC(=O)N1c2ccccc2C(=O)Nc2cccnc21 (stereo not drawn),2.9,-7.1,-1.4,8.9,1.01,nt,0.911,4.4,-2.0
CC[C@]12CCCN3CCc4c(n(c5ccccc45)[C@](O)(C(=O)OC)C1)[C@@H]32,4.8,-1.2,-10.5,9.9,1.1,-3.9,0.901,2.8,-34.5
CCCOc1ccc(C(=O)OCCN(CC)CC)cc1N,15.1,-4.3,0.9,0.3,0.991,4.5,0.997,-1.4,1.4
Cc1scc2c1N(C(=O)CN1CCN(C)CC1)c1ccccc1NC2=O,16.2,-4.1,-5.9,3.2,1.06,-0.3,0.968,5.7,-1.0
CC(C)(C)NCC(O)COc1cccc2c1CC(O)C(O)C2 (stereo not drawn),16.7,4.0,-13.5,-16.9,1.14,-7.9,1.17,5.2,17.0
N=c1nc(N2CCCCC2)cc(N)n1O,2.3&18.3,-8.3&-3.9,2.5&-6.7,8.9&-22.5,0.975&1.07,6.2&-4.4,0.911&1.23,-2.3&4.0,2.6&-4.0
C[C@@H]1C[C@H]2[C@@H]3CCC4=CC(=O)C=C[C@]4(C)[C@@]3(Cl)[C@@H](O)C[C@]2(C)[C@@]1(OC(=O)c1ccco1)C(=O)CCl,9.4,20.4,-0.6,11.7,1.01,-2.1,0.883,10.0,17.2
CN(C)S(=O)(=O)n1cc(/C=C(\NC(=O)c2ccccc2)C(=O)NCCCn2ccnc2)c2ccccc21,7.8,-12.1,3.4,-31.6,0.966,-5.2,1.32,6.7,9.4
O=C1c2c(O)ccc(O)c2C(=O)c2c(NCCNCCO)ccc(NCCNCCO)c21,20.5,78.4*,17.0,-2.5,0.83,9.9&9.3,1.02,-186.4,-30.6
CCCC1(c2ccccc2)NC(=O)N(CC(=O)N(C)Cc2c(F)cccc2Cl)C1=O (stereo not drawn),19.4,21.9,-2.8,3.2,1.03,7.6,0.968,16.1,8.7
CN(C)C/C=C(\c1ccc(Br)cc1)c1cccnc1,13.9,-1.7,-2.9,-11.1,1.03,-2.9,1.11,-0.4,7.0
CCCCCCCCCCCCCCCC(O)C(N)CO (stereo not drawn),40.7,80.2*,4.0,-8.3,0.96,-7.8,1.08,11.1,23.0
C/C(=N\NC(=S)NCc1ccccc1)C1CCCCC1,13.3,2.7,1.1,-3.8,0.989,-8.1,1.04,22.4,42.6*
Nc1ncnc2c1c(-c1ccc(Oc3ccccc3)cc1)cn2C1CCCC1,28.3,26.8,-11.3,11.7,1.11,-2.3,0.883,18.5,35.1
CCCCOc1cc(C(=O)OCCN(CC)CC)ccc1N,20.8,15.0,-4.8,6.0,1.07,7.9&-6.2,0.968,6.7,1.5

Next part, starting with the last 2 of the part before.
SMILES,NLRP3 yeast inh,Apaf-1 inh,mIAP inh,hIAP inh,mIAP act,ATG4B inh,hIAP act,TIM10 inh,tim10-1 inh
Nc1ncnc2c1c(-c1ccc(Oc3ccccc3)cc1)cn2C1CCCC1,28.3,26.8,-11.3,11.7,1.11,-2.3,0.883,18.5,35.1
CCCCOc1cc(C(=O)OCCN(CC)CC)ccc1N,20.8,15.0,-4.8,6.0,1.07,7.9&-6.2,0.968,6.7,1.5
Cn1ccc2cc3c(cc21)CCN3C(=O)Nc1cccnc1,4.5,66.0*,12.8,1.6,0.872,9.8,0.984,-14.8,2.3
CCCC(=O)O[C@]1(C(=O)COC(C)=O)CC[C@H]2[C@@H]3C[C@H](F)C4=CC(=O)C=C[C@]4(C)[C@@]3(F)[C@@H](O)C[C@@]21C,13.5,9.0,12.1,-10.7,0.879,-15.8,1.11,13.5,1.7
O=C(c1ccccn1)N(Cc1cccs1)C1(C(=O)NC2CCCCC2)CCCCC1,-2.4,-1.0,-4.8,-24.2,1.05,-6.8,1.24,3.4,28.6
CC1(C)O[C@@H]2C[C@H]3[C@@H]4C[C@H](F)C5=CC(=O)C=C[C@]5(C)[C@@]4(F)[C@@H](O)C[C@]3(C)[C@]2(C(=O)CO)O1,-11.1,-6.2,-3.7,18.1,1.04,-0.9,0.819,1.6,13.4
Cc1nc2c3ccccc3nc(NNC(=O)CCC(=O)N3CCN(c4ccccc4F)CC3)n2n1,1.8,-3.4,6.9,-97.0,0.931,-1.2,1.97,3.9,22.3
CCN(CCCCOC(=O)c1ccc(OC)c(OC)c1)C(C)Cc1ccc(OC)cc1 (stereo not drawn),7.2,-1.2,5.3,1.6,0.947,-9.5,0.984,-1.1,3.5
CC(C)(C)NCC(O)COc1cccc2c1C[C@H](O)[C@H](O)C2 (stereo partly drawn),9.1,-5.7,5.3,-0.4,0.947,2.3,1,-5.5,-16.6
COC(=O)N/N=C/c1c[n+]([O-])c2ccccc2[n+]1[O-],3.6,-4.4,0.2,23.2,0.998,-3.0,0.768,12.6,7.4
CC(Cc1cccc(C(F)(F)F)c1)NCCOC(=O)c1ccccc1 (stereo not drawn),27.8,27.4,1.9,10.9,1.04,-2.8&-6.3,0.922,8.1,18.2
COc1ccc(-c2oc3c(CC=C(C)C)c(O[C@@H]4O[C@H](CO)[C@@H](O)[C@H](O)[C@H]4O)cc(O)c3c(=O)c2O[C@@H]2O[C@@H](C)[C@H](O)[C@@H](O)[C@H]2O)cc1,12.8,-3.9,13.9,11.7,0.861,nt,0.883,-2.7,9.8
CC(=O)OCC(=O)[C@@]1(O)CC[C@H]2[C@@H]3CCC4=CC(=O)C=C[C@]4(C)[C@@]3(F)[C@@H](O)C[C@@]21C,6.8,-3.7,-4.5,-2.5,1.04,-7.0,1.02,9.1,-7.0
CCC(C(=O)Nc1ccccc1N1CCCC1)c1ccccc1 (stereo not drawn),16.9,25.9,-4.0,-15.1,1.04,18.3,1.15,-5.5,29.6
CN[C@@H]1[C@H](O)[C@H](NC)[C@H]2O[C@@]3(O)C(=O)C[C@@H](C)O[C@H]3O[C@@H]2[C@H]1O,2.2,-7.5,-1.4,-17.3,1.01,-4.0,1.17,-6.5,20.8
COc1ccc(C(=O)c2ccccc2)c(O)c1,9.9,-1.4,6.4,13.3,0.936,8.9,0.867,-7.0,-1.2
CCCC(=O)O[C@]1(C(=O)CCl)[C@@H](C)C[C@H]2[C@@H]3CCC4=CC(=O)C=C[C@]4(C)[C@@]3(F)C(=O)C[C@@]21C,13.9,6.3,6.0,9.9,0.94,2.8,0.901,19.3,32.1
CN(C)CC/C=C1/c2ccccc2COc2ccc(CC(=O)O)cc21,17.8,-0.2,4.0,14.6,0.96,-6.9,0.854,13.5,14.7
CCc1ccccc1OC[C@@H](O)CN[C@H]1CCCc2ccccc21,29.0,46.0*,-16.7,8.9,1.17,7.2,0.911,13.0,20.7
COc1cc(C2Oc3cc(C4Oc5cc(O)cc(O)c5C(=O)C4O)ccc3OC2CO)ccc1O (stereo not drawn),14.4,-17.8,4.0,3.2,0.96,-6.5,0.968,7.5,-16.5
O=C(O)c1cc(=O)c2ccccc2o1,21.7,-2.0,4.5,0.2,0.955,6.4,0.998,0.0,6.7
CC(=O)Oc1ccc2c(C)cc(=O)oc2c1,15.1,-5.7,-2.1,-10.8,1.02,9.5,1.11,3.3,9.0

Shown as a hit in hIAP act, among the entries above:
| SMILES | NLRP3 yeast inh | mIAP inh | hIAP inh | mIAP act | ATG4B inh | hIAP act |
| --- | --- | --- | --- | --- | --- | --- |
| CCc1cccc(CC)c1NC(=O)CN(CC(=O)O)CC(=O)O | -6.4 | -5.2 | -109.7 | 1.05 | 2.2 | 2.1* |

Other compounds
SMILES,NLRP3 yeast inh,Apaf-1 inh,mIAP inh,hIAP inh,mIAP act,ATG4B inh,hIAP act,TIM10 inh,tim10-1 inh
C[C@H](CCC(=O)O)[C@H]1CC[C@H]2[C@@H]3[C@H](O)C[C@@H]4C[C@H](O)CC[C@]4(C)[C@H]3CC[C@]12C,22.7,-1.0,5.3,-6.6,0.947,-9.6,1.07,4.1,-17.5
O=C(Nc1cc(-c2ccccc2)nn1-c1ccccc1F)c1ccc([N+](=O)[O-])cc1,24.5,0.7,6.0,-0.9,0.94,-9.7,1.01,17.9,4.9
O=C(NC1CCN(CCc2c[nH]c3ccccc23)CC1)c1ccccc1,9.0,1.8,-3.1,3.7,1.03,0.1,0.963,12.2,43.2*
CC1O[C@@H](OCC2O[C@@H](Oc3cc(O)c4c(c3)OC(c3ccc(O)cc3)CC4=O)[C@H](O)[C@@H](O)[C@@H]2O)[C@H](O)[C@H](O)[C@H]1O (stereo partly drawn),13.3,0.8,0.1,3.0,0.999,-1.4,0.97,5.8,-5.2
CC(C)NNC(=O)c1ccncc1,21.6,3.4,4.5,16.1,0.955,-0.3,0.839,9.6,4.5
CCCCN(CCCC)CCCOC(=O)c1ccc(N)cc1,8.2,-7.2,1.5,1.6,0.985,-4.4,0.984,-6.4,0.8
COc1cc(N)c(Cl)cc1C(=O)N[C@H]1CCN(CCCOc2ccc(F)cc2)C[C@H]1OC,9.8,3.4,-6.7,9.9,1.07,-17.0,0.901,1.1,6.7

An excerpt; count on the stated rates, not on these rows.
